mIDH1 inhibitor: inhibitors of human mutant IDH1 R132H. Potency, µM (top dose mostly 76.6 µM), inactives show at the top dose activity change, negative = inhibition, most hits filed as inhibitors. actives 0.093% (n = 390,000). IDH1-R132H enzyme, NADPH consumption, diaphorase/resazurin fluorescence; further: potency means the concentration at half of the fitted maximal effect; on the % scale 0 is the no-effect control and ±100 the full control effect; nearly all actives have a fitted effect of over 65% in size
Target sequence (O75874 whole entry R132H, stated change not applied): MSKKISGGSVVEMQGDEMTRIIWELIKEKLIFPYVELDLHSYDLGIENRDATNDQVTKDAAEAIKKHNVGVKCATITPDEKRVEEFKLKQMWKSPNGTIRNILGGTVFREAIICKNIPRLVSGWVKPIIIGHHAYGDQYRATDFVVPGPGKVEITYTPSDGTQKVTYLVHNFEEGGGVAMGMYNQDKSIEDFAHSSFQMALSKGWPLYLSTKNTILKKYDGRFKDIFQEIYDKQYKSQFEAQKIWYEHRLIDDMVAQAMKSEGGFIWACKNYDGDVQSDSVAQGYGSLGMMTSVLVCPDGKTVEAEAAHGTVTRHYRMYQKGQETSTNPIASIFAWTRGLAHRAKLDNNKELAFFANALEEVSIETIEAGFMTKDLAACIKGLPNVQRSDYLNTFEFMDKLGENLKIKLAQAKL
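IDH1-R132H (0.5 ug/mL dispensed) in pH 7.5 Tris buffer was preincubated 30 min with compound, then given a substrate mix of 0.016 mM NADPH and 2 mM alpha-KG for 80 min at room temperature; remaining NADPH was read by diaphorase/resazurin fluorescence.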
USP1-UAF1 inh: inhibitors of human USP1/UAF1 deubiquitinase; actives 0.23% (n = 390,000); recombinant USP1/UAF1, Ub-Rhodamine cleavage fluorescence; O94782; AID 743255; Potency, µM (series often up to 57.1 µM), for inactives: top-dose activity change, negative = inhibition, actives largely listed as inhibitors; further: potency means the concentration at half of the fitted maximal effect; on the % scale 0 is the no-effect control and ±100 the full control effect; nearly all actives have a fitted effect of over 60% in size; inactives centre near -12
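USP1/UAF1 complex (1 nM) preincubated 15 min at room temperature with compound, then Ub-Rho substrate (150 nM final) added. Kinetic fluorescence at 480/540 nm over 6 reads at 60 s intervals; 50 mM HEPES pH 7.8, 0.5 mM EDTA, 0.1 mg/ml BSA, 1 mM TCEP, 0.01% Tween-20.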
TrxR1 substrate: is turned over as a substrate by rat TrxR1 | O89049 | purified TrxR1 substrate turnover, NADPH consumption readout | Potency, µM (highest dose often 114 µM), without a hit: at the highest dose activity change, negative = substrate turnover | actives 0.01% (n = 390,000) | AID 588456; further: potency means the concentration at half of the fitted maximal effect; on the % scale 0 is the no-effect control and ±100 the full control effect; nearly all actives have a fitted effect of over 50% in size
Target sequence (O89049 whole entry, looked up): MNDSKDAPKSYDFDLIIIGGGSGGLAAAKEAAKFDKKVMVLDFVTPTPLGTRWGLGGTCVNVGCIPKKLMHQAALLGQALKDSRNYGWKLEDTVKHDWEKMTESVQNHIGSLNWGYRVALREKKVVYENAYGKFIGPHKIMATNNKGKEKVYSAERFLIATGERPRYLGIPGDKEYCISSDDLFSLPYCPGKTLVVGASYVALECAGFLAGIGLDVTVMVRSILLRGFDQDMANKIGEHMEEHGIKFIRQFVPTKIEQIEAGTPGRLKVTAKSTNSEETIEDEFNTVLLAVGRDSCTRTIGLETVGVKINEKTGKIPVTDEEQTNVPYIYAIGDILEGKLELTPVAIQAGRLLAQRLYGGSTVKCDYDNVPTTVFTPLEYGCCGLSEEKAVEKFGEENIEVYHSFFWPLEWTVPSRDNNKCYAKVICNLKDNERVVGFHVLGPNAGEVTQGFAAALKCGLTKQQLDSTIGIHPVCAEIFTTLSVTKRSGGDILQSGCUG
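Rat TrxR1, dispensed at 90 nM, was prereduced with 400 uM NADPH (final) for 5 min at ~22 deg C, then incubated with compound 15 min before 400 uM selenite. A first-read NADPH fluorescence drop versus no-compound background flagged substrates.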
D2 antag: antagonists of human D2 dopamine receptor; HEK293 TREx D2 cells, calcium flux, dopamine EC80; inhibition, % at 10 µM; actives 2% (n = 340,000); AID 485344; in the data active means inhibition above about 30%; further: 0% is about no effect
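Calcium flux kinetic readout in an inducible HEK293 TREx D2 line plated overnight at 30 C. After 180 s compound exposure, an EC80 dopamine challenge follows with another 180 s kinetic read to detect antagonism.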
D2 ag: agonists of human D2 dopamine receptor; P14416; HEK293 T-REx D2 cells, calcium flux agonist mode; activation, % at 2 µM; actives 0.53% (n = 340,000); AID 485358;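 active means activation over 3 SD above normal in the single-dose calcium agonist read, cut at about 30% in these data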; further: 0% is about no effect
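HEK293 Trex D2 cells, tetracycline-induced, o/n 30 C 5% CO2; no-wash Ca dye, RT 30–90 min; 10-cycle baseline, 23 nl cpd added, kinetic Ca read 180 s; agonist hits = positive Ca response.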
TrxR1 inh: rat TrxR1 inhibition. AID 588453. actives 1% (n = 390,000). recombinant rTrxR1, NADPH fluorescence consumption, selenite substrate. Potency, µM (series often up to 114 µM), for inactives: top-dose activity change, negative = inhibition, most hits filed as inhibitors. O89049; further: potency means the concentration at half of the fitted maximal effect; on the % scale 0 is the no-effect control and ±100 the full control effect; nearly all actives have a fitted effect of over 65% in size
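Rat TrxR1 (90 nM in the dispensed reagent) was pre-reduced with 400 uM NADPH for 5 min at room temperature, then incubated with compound for 15 min. After 400 uM selenite was added, NADPH fluorescence (Ex 340/Em 450 nm) was followed for 8 min.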
TRHR ag: agonists of human TRH receptor. activation, % at 2 µM. TRHR cells, calcium flux fluo-8, FDSS agonist mode. P34981. actives 0.18% (n = 360,000); in the data active means activation above about 30%; further: 0% is about no effect
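Fluo-8-loaded TRHR cells; 10 s baseline, compound added, kinetic Ca2+ fluorescence read 1/s, agonist mode.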
Pin1 inhibitor: inhibitors of human Pin1. actives 0.009% (n = 390,000). Q13526. Pin1 FP peptide displacement, HiFluor488, 10 min. Potency, µM (series often up to 115 µM), inactives show at the highest dose activity, negative = inhibition, usual class: inhibitors. AID 504891; active means well fitted inhibition curve with a large enough effect in the polarisation, with a control signal flat, not every such curve was filed as active; inconclusive means small, poorly fitted or top-dose-only effect, or effect the other way, or a change in a side signal; inactive means no such curve, though single readings can be large or run the other way; the % refers to the polarisation; further: potency means the concentration at half of the fitted maximal effect; on the % scale 0 is the no-effect control and ±100 the full control effect
Target sequence (Q13526 whole entry, looked up): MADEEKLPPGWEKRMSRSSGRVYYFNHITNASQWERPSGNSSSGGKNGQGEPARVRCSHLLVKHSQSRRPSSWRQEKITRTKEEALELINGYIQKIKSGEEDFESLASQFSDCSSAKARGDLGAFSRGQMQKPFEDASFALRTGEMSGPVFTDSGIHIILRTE
TRHR PAM: TRH receptor (human) allosteric enhancement. enhancement, % at 2 µM. TRHR cells, fluo-8 calcium fluorescence, EC20 TRH enhancement. actives 0.66% (n = 360,000); in the data active means enhancement above about 30%; further: 0% is about no effect
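TRHR-expressing cells loaded with fluo-8 calcium dye were read kinetically (ex 480/em 530) during compound addition, then stimulated with an EC20 of TRH (10 nM final). Enhancement of the Gq-mediated intracellular calcium response was scored.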
Starred values were filed as active, the others as inactive; u = inconclusive; x = no result given; & = joins results of further samples; [ ] = remark or other dose. Unless noted, the call rests on the fitted dose curve; in most records, active means well fitted inhibition curve with a large enough effect; inconclusive means small, poorly fitted or top-dose-only effect; inactive means no such curve, though single readings can be large or run the other way. These rows are one share of the data, so the mix of outcomes need not match the whole.

SMILES	mIDH1 inhibitor	USP1-UAF1 inh	TrxR1 substrate	D2 antag	D2 ag	TrxR1 inh	TRHR ag	Pin1 inhibitor	TRHR PAM
CCC(=O)Nc1cccc(C(=O)OC)c1	-8%	-11%	14%	1	0.9	44%[activator]	0.8	0%	12
CCc1ccc(NC(=O)C2CCCN(S(=O)(=O)c3ccc4c(c3)CCCN4C(C)=O)C2)cc1 (configuration not stated)	-5%&6%	-17%&-12%	5%	4	0.1&-1.3	13%	0.1&-0.3	4%&10%	15&-1
COCCN(C(=O)COC(=O)c1cc2ccccc2cc1O)c1c(N)n(Cc2ccccc2)c(=O)[nH]c1=O	6%	-18%	-7%	4	0.4	-6%	0.0	0%	0
Cc1sc(NC(=O)CS(=O)(=O)c2ccccc2)c(C#N)c1C	5%	-23%	-6%	14	-0.4	1%	-0.3	0%	0
CN(CC(=O)Nc1c(Cl)cccc1Cl)C(=O)c1n[nH]c2ccccc12	-8%	-25%	0%	-25	0.0	12%	-0.8	11%	0
O=C(NCc1ccc(Cl)cc1)c1ccc(Cn2c(=O)c3cccn3c3cccnc32)cc1	-11%	-1%	-1%	x	0.3	6%	0.9	6%	2
CCCCCCCCCCCCCC(=O)NO	5%	3%	0%	x	x	15%	x	0%	x
CN1CCN(CCC(=O)Nc2ccc(F)c(F)c2)CC1	-3%	-7%	-3%	0	0.0	-8%	0.2	3%	-2
O=C(NCCc1ccccc1)c1cnc2sccn2c1=O	-5%	-15%	18%	x	x	4%	0.5	-4%	-2
Cc1ccc(C)n1-c1ncc(Br)cn1	21%	-21%	10%	-12	-0.4	17%	-0.1	-2%	1
CCOc1ccc(NC(=O)CN(C)C(=O)CSc2ccccc2)cc1OCC	4%	-17%	-9%	14	-0.6	-6%	-0.6	4%	-2
Nc1nnnn1CC(=O)OCc1cccc(Br)c1	7%	-5%	3%	7	0.0	15%	0.4	-5%	2
CCOC(=O)Cn1c(-c2nonc2NC(=O)c2ccccc2F)nc2ccccc21	9%	-20%	17%	-9	-2.3	37%	18	16%	-6
FC(F)Oc1ccccc1/C=N/Nc1nc2ccccc2o1	-1%	-15%	4%	-2	-2.4	17%	-1.6	0%	5
Cc1ccc(C(=O)N2CCC(C)CC2)cc1S(=O)(=O)N1CCCCC1	1%	-5%	-1%	7	-0.2	2%	0.2	-1%	-4
CCOC(=O)c1ccc(NC(=O)C(CC)Sc2nc3ccncc3[nH]2)cc1 (configuration not stated)	27%	-9%	0%	x	7.6	-9%	-0.9	-11%	-2
Cc1cc(C)cc(-n2nnc(-c3nc(-c4ccc5c(c4)OCO5)no3)c2C)c1	-11%	-18%	2%[57.1 µM]	x	-0.1	18%[57.1 µM]	-0.2	-2%	0
CCC(OC(=O)C(CC(C)C)NC(=O)c1ccccc1)C(=O)Nc1nnc(C)s1 (configuration not stated)	9%	-21%	6%	-6	-0.9	25%	-0.4	-5%	-4
CN1CCN(C(=O)c2cc3c(n(-c4ccccc4)c2=O)CC(C)(C)CC3=O)CC1	18%	-4%	-1%	-1	-0.4	-7%	1.8	6%	10
CCOC(=O)N1CCN(C(=O)C2CCCN(c3ncnc4c3nc3n4CCCCC3)C2)CC1 (configuration not stated)	-3%	u	-4%	7	-0.3	6%	-0.7	1%	-1
Cc1cc(NC(=O)COC(=O)CNS(=O)(=O)c2ccc(C)c(C)c2)no1	4%	-19%	-1%	-5	1.7	13%	-0.8	1%	2
CCCC[C@H](CC(=O)c1ccccc1)[C@@H](OC(C)=O)C(=O)Oc1c(C(C)C)cccc1C(C)C	-12%	-22%	-3%	-5	0.3	25%	0.3	-5%	-6
Cc1cc(C)cc(C(=O)N2CC(=O)Nc3ccc(C)cc3C2c2ccccc2)c1 (configuration not stated)	u	-24%	-3%	x	-1.8	-8%	-2.1	-1%	1
O=C(O)c1ccc(-n2nc(C(F)(F)F)c3c2CCCC3)cc1	-11%&0%	-22%&-7%	1%&1%	-1&4	0.9&1.2	22%&10%	0.1&0.5	1%&2%	3&2
Cc1c([N+](=O)[O-])c([N+](=O)[O-])nn1CC(=O)NCCc1ccccc1	-3%	-10%	-5%	x	x	3%	-0.1	-4%	-6

Whole records as entered above. Order of values: mIDH1 inhibitor | USP1-UAF1 inh | TrxR1 substrate | D2 antag | D2 ag | TrxR1 inh | TRHR ag | Pin1 inhibitor | TRHR PAM
`Cc1sc(NC(=O)CS(=O)(=O)c2ccccc2)c(C#N)c1C` reads 5% | -23% | -6% | 14 | -0.4 | 1% | -0.3 | 0% | 0
`CCOC(=O)c1ccc(NC(=O)C(CC)Sc2nc3ccncc3[nH]2)cc1` (configuration not stated) reads 27% | -9% | 0% | x | 7.6 | -9% | -0.9 | -11% | -2
`CCOC(=O)Cn1c(-c2nonc2NC(=O)c2ccccc2F)nc2ccccc21` reads 9% | -20% | 17% | -9 | -2.3 | 37% | 18 | 16% | -6

(list continues)
SMILES	mIDH1 inhibitor	USP1-UAF1 inh	TrxR1 substrate	D2 antag	D2 ag	TrxR1 inh	TRHR ag	Pin1 inhibitor	TRHR PAM
Fc1ccc(-c2noc3ncnc(NCCCN4CCN(c5ccccc5)CC4)c23)cc1	-3%	-5%	4%	x	x	13%	-0.5	-10%	-1
O=C(COC(=O)c1ccco1)NCCNC(=O)COC(=O)c1ccco1	1%	-1%	-12%	-6	0.3	-14%	0.1	4%	3
COc1ccc(CN(CCC(c2ccc(F)cc2)C2CCOC(C)(C)C2)C(=O)c2ccco2)cc1 (configuration not stated)	u	-19%	2%[57.1 µM]	-19	-0.8	-10%[57.1 µM]	0.9	7%	-10
CC(=O)c1ccc(NC(=O)C2CC(c3ccc(F)cc3)=NO2)cc1 (configuration not stated)	-1%	-5%	11%	-8	0.1	25%	0.6	-3%	0
O=C(O)CCC(=O)NNc1ncnc2ccccc12	0%	-21%	-10%	5	0.8	-5%	1.3	-4%	-4
COc1cc(NC(=O)c2noc3c2CSc2ccccc2-3)cc(OC)c1OC	-30%	8%	5%	x	-0.6	14µM*	-0.7	64%[activator]	5
CC(CSc1nnnn1-c1ccccc1)Cn1c(N2CCN(C)CC2)nc2c1c(=O)[nH]c(=O)n2C (configuration not stated)	6%	-15%	-15%[57.1 µM]	1	0.7	16%[57.1 µM]	-0.3	-1%	0
COc1cccc2sc(N(CCCN(C)C)C(=O)c3ccc(S(=O)(=O)N4CCCc5ccccc54)cc3)nc12	4%	-25%	0%	-6	2.0	8%	0.9	0%	1
O=S(=O)(Nc1cccc(-n2cnnn2)c1)c1ccccc1C(F)(F)F	-8%	-15%	1%	-3	-0.2	25%	0.9	-9%	-2
COc1ccc(C2/C(=C(/O)c3ccccc3)C(=O)C(=O)N2C)c(OC)c1 (configuration not stated)	7%	-20%	-6%	10	-0.1	-8%	0.2	2%	-1
Cc1ccccc1Nc1nnc(SCC(=O)NCc2ccco2)s1	-2%	6%	-4%	-16	-1.2	-24%	-0.5	-4%	-5
COc1ccc(CN2C(=O)CCC(C(=O)O)C2c2ccccc2)cc1 (configuration not stated)	-4%	-14%	-1%	7	0.8	9%	-2.9	3%	1
Nc1nc(NCC2CCCO2)nc(Nc2ccccc2)c1[N+](=O)[O-] (configuration not stated)	3%	-13%	-4%	6	-0.3	0%	0.0	1%	8
COc1ccc(C)c2sc(NC(=O)C3CC3)nc12	-11%	-18%	-1%[57.1 µM]	17	-0.3	-5%[57.1 µM]	0.5	-7%	3
COc1ccccc1C(C)NS(=O)(=O)c1ccc(Cl)nc1 (configuration not stated)	0%	-5%	-3%	-17	0.3	-1%	-0.3	-1%	-5
NNC(=O)CCc1nc2ccccc2[nH]1	x	x	x	3	1.1	x	-0.3	x	24
COc1ccc(F)cc1S(=O)(=O)Nc1cc2c3c(c1)CCC(=O)N3CCC2	18%	-16%	-4%	x	x	2%	0.3	-2%	-4
C=CCC[C@@H](Cc1ccc(F)cc1)C(=O)OC[C@@H]1CCCN1C(=O)[C@@H](CC=C)CC(=O)N[C@@H](CO)Cc1ccccc1	-5%	-27%	-3%	x	x	3%	x	u	x
COC(=O)c1ccc(Cl)cc1NC(=O)N1CCC(CN2CCCC2)CC1	3%	-10%	7%	x	0.4	-2%	0.2	-4%	0
Cc1ccccc1OCc1nc2ccccc2c(=O)n1/N=C/c1cccc([N+](=O)[O-])c1	-1%	-22%	-4%	8	-1.6	0%	0.1	-6%	8
Cc1cccc(C(=O)NCCCNC(=O)c2ccc(C)nc2)c1	-4%	1%	-4%	2	-0.1	9%	-0.1	1%	-1
O=C(NCC1CCCO1)Nc1ccc(Cl)cc1 (configuration not stated)	2%	-14%	3%	-17	0.4	1%	0.1	2%	2
CCCCn1c(N)c(N(CC(C)C)C(=O)CSc2nnc(C)n2-c2ccc(OC)cc2)c(=O)[nH]c1=O	4%	-20%	8%	-7	0.2	13%	0.3	-3%	-1
COc1cccc(NC2=C(C#N)C(=O)NC(c3cccc(OC)c3O)S2)c1 (configuration not stated)	-26%	-8%	-4%	12	0.4	-18%	0.6	1%	-3
COc1ccc(Nc2ncc(C(=O)N3CCN(c4ccc(F)cc4)CC3)c3ccccc23)cc1	0%&7%	-28%&-22%	5%&33%	-10	1.5&0.9	6%&22%	0.0&-0.2	9%&7%	9&0
O=C(NNC(=O)c1cccnc1)Nc1cccc(Cl)c1Cl	3%	-13%	2%[57.1 µM]	4	0.0	0%[57.1 µM]	0.3	0%	3
COc1ccc(C(=O)Cn2nnc(-c3ccc(N4CCOCC4)cc3)n2)cc1OC	3%	-16%	-6%	-3	-0.6	2%	0.4	48%[activator]	-3
COc1ccc(C[C@H]2CN3C(=NC[C@H]3C)N2CCNC(=O)CCC2CCCCC2)cc1	-4%	0%	-1%	-11	-0.6	8%	-0.3	u	2
Cc1c(NC(=O)c2csc3c2CCCC3)c(=O)n(-c2ccccc2)n1C	9%	-10%	4%	-18	6.7	22%	-0.5	-5%	-12

High-throughput results from PubChem.
